XiGFP reactiv: reactivates the inactive X chromosome in mouse fibroblasts; XiGFP mouse fibroblasts, % GFP-positive cells imaging, 3 d; cells co-treated with 5-aza-dC sensitizer; scaled so ellipticine positive control = 100%; activation, % at 7.58 µM; 360,000 compounds, 0.055% hits;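 active = mean normalized replicate activation at least 10% and every replicate at or above 10%; inconclusive = only one of the two criteria met; inactive = mean below 10% and not all replicates reach 10%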;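 also: 0% = median of on-plate neutral control wells and 100% = ellipticine 6 µM median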
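Assay system: SV40-immortalized XiGFP fibroblast cells, line 68-5-11; buffer or medium: DMEM plus 5-aza-dC sensitizer; compound: one concentration, pinned; timing: compounds 3 days, fix/stain 15 min at room temperature; benchmarks: positive control ellipticine, 6 µM final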
ARNT-TACC3 inh: disruptors of human ARNT/TACC3 interaction; AID 623870; inhibition, % at 9.99 µM; AlphaScreen His-ARNT PAS-B/GST-TACC3 binding, luminescence; TACC3 fragment carries E629A point mutation; 390,000 compounds, 0.66% hits;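 active = mean inhibition of replicates at least 50% and at least half of replicates each reaching 50%; inconclusive = half or more replicates reach 50% but mean below 50%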;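 also: 0% = complete ARNT plus TACC3 wells and 100% = ARNT alone without TACC3; many hits fall short of the cut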
ERp5 inh: inhibitors of human ERp5 | ERp5 insulin aggregation, absorbance 650 nm, 90 min | 350,000 compounds, 0.05% hits | AID 651711 | inhibition, % at 9.99 µM;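 active = mean replicate inhibition above about 25%, with every replicate also reaching it, limit read from the data, passing the limit was not always enough; inconclusive = only one of those two criteria met; inactive = neither criterion met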
Target sequence (Q15084 whole entry, looked up): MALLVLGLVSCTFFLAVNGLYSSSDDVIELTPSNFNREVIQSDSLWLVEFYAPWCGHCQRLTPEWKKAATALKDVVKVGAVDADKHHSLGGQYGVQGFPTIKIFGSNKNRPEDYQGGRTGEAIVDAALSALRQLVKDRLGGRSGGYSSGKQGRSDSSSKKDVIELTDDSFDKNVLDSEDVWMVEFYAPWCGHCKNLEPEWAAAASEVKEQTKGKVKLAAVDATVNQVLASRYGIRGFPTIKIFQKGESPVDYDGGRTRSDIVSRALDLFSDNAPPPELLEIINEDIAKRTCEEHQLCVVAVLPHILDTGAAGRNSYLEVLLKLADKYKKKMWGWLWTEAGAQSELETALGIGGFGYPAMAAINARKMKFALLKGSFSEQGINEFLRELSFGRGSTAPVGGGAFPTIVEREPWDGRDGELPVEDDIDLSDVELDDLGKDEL
DENV2 CPE: inhibitors of DENV2 cytopathic effect | DENV2-infected cells, cytopathic effect rescue, plate reader | CPE inhibition, % at 9.99 µM | 350,000 compounds, 1.7% hits | AID 651640; in the data active = CPE inhibition above about 20%, passing the limit was not always enough; inconclusive = no clear call, values can overlap the other calls; tested in BHK-21 cells;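 also: 0% = median of neutral control wells and 100% = median of positive control wells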
F508del corr: CFTR F508del correction in bronchial cells; CFBE cells, YFP halide quenching; stimulated with forskolin plus potentiator P3; % fluorescence drop versus neutral controls; activity (quench increase), % at 7.58 µM; 350,000 compounds, 0.36% hits; AID 720511;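 active = mean added fluorescence quench of at least 8% versus neutral control, with both replicates also reaching 8%; inconclusive = only one of the mean or replicate conditions met; inactive = mean below 8% and not both replicates reaching 8%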;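 also: cells transiently co-express mutant CFTR-F508del with the halide-sensitive YFP; corrector assay measuring rescue of mutant channel to the surface after 24 h compound exposure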
PAX8 reporter: inhibitors of PAX8 transcriptional activity in RMG-I cells; RMG-I TPO-luciferase reporter, SteadyGlo, 24 h; inhibition, % at 12.6 µM; 360,000 compounds, 1.2% hits;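 active = mean replicate inhibition at least 60% with every replicate also reaching 60%; inconclusive = only one of the two criteria is met; inactive = mean below 60% and not all replicates reaching 60%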;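 also: luciferase light reporting Pax8 driven TPO promoter activity; plate controls were median of neutral control wells for no effect and mitoxantrone controls for full effect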
INS-1E GSIS act: primary screen for activators of insulin secretion dependent on glucose, INS-1E cells, GLuc reporter luminescence. INS-1E GLuc reporter insulin secretion, 2-3 h. activation, % at 16.6 µM. 370,000 compounds, 0.61% hits. AID 743287;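 active = lowest replicate activation of at least 40%, so every replicate reaches that level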;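 also: 0% = median of neutral control wells and 100% = median of IBMX positive control wells; some compounds called inactive have numbers as strong as hits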
EWS-Fli inh: EWS/Fli transcriptional activity inhibition. A673 NR0B1-luciferase reporter, viability-normalised. AID 651661. inhibition, % at 12.6 µM. 350,000 compounds, 0.67% hits;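 active = mean inhibition of at least 50% after viability correction, with every replicate also passing that limit; inconclusive = mean reaches 50% but only one of two replicates passes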;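 also: firefly luciferase signal divided by Alamar Blue viability fluorescence both relative to DMSO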
* marks the source's active call; other numbers are inactive results; ? = inconclusive; · = no result given.

SMILES	XiGFP reactiv	ARNT-TACC3 inh	ERp5 inh	DENV2 CPE	F508del corr	PAX8 reporter	INS-1E GSIS act	EWS-Fli inh
C[C@@H]1CN([C@H](C)CO)C(=O)c2cccc(NC(=O)Nc3ccc(C(F)(F)F)cc3)c2O[C@H]1CN(C)Cc1ccc(C(F)(F)F)cc1	-0.1	2	2	-7	3.4	-4	-5	3
O=C(NCCCN1CCCC1=O)c1cccc(NS(=O)(=O)c2ccc(Br)cc2)c1	0.0	1	-12	12	1.3	17	-7	-2
Cc1nc(C(=O)NNC(=O)c2ccccc2)c(C(F)(F)F)o1	0.2	-2	1	2	0.2	5	23	1
O=C(NCC(c1ccc(F)cc1)N1CCOCC1)c1ccc([N+](=O)[O-])o1 (stereo not drawn)	0.0	-1	9	10	-9.7	54	·	-3
COc1cccc(C(=O)Nc2ccc3c(c2)C(=O)N(C)C[C@H](OC)[C@H](C)CN(C(=O)C2CCCC2)[C@@H](C)CO3)c1	0.4	·	-1	38*	-1.1	-3	-37	5
Nc1nc(SCC(=O)Nc2ccc(Cl)cc2C(F)(F)F)n[nH]1	0.3	1	-2	3	-1.7	4	3	-9
CCc1ccc(C(=O)Nc2ccc(C)c(NS(C)(=O)=O)c2)cc1	0.0	-5	4	-8	-0.9	-16	0	-24
CC(C)(C)NC(=O)NC(=O)CN1CCN(S(=O)(=O)c2ccc3c(c2)OCCO3)CC1	0.0	1	6	1	-0.1	-2	-6	-13
CC(C)(C)OC(=O)C(C)(C)Sc1nnc(N)s1	0.0	41	-1	1	0.4	35	8	7
CCCCC(=O)Nc1cccc(NC(=O)c2cccnc2Cl)c1	-0.1	-5	0	-5	-1.8	4	·	8
COc1ccc(S(=O)(=O)Nc2ccc3c(c2)C(=O)N([C@H](C)CO)C[C@@H](C)[C@H](CN(C)CC2CCCCC2)O3)cc1	-0.1	0	-3	-7	1.5	-10	-9	-3
CN(C)C(=O)C[C@@H]1C[C@@H]2c3cc(NC(=O)C4CCC4)ccc3O[C@@H]2[C@H](CO)O1	0.1	-1	4	0	0.5	4	2	10
O=C(NCCCN1CCOCC1)c1ccc(-c2ccc(Cl)cc2)o1	0.0	-5	3	-2	5.0	-15	2	4
CCN1C(=O)[C@@H]2[C@@H]3CN(S(=O)(=O)c4ccc(C)cc4)[C@@H](c4cccc5ccccc45)[C@@H]3C(=O)C[C@@H]2C1=O	·	·	-3	2	-1.6	-9	11	-3
CC(/C=C/c1ccccc1)=N\NC(=O)CSc1ccccn1	0.0	-12	-3	2	-2.2	19	-3	-6
C/C(=N\Nc1nccnc1Cl)c1ccc(Cl)c(Cl)c1	0.0	27	0	0	-0.4	-34	7	-49
Cc1ccn(CCC(=O)Nc2ccc(-c3ccno3)cc2)n1	-0.1	-2	1	-6	-1.6	-20	3	·
C[C@H]1CN([C@@H](C)CO)C(=O)c2cccc(NC(=O)Nc3ccccc3)c2O[C@@H]1CN(C)Cc1ccncc1	0.1	0	1	16	-0.2	5	4	-4
CO[C@H]1CN(C)C(=O)c2cc(NC(C)=O)ccc2OC[C@@H](C)N(C(=O)c2ccccc2)C[C@@H]1C	0.0	-6	0	24*	·	7	2	-7
Cc1cc(C(=O)OCC(=O)NNC(=O)c2cccs2)ccc1[N+](=O)[O-]	0.0	1	3	14	0.3	4	26	-3
CCOc1ccc(N2CC(C(=O)NCCc3c[nH]c4ccc(OC)cc34)CC2=O)cc1 (stereo not drawn)	0.0	0	3	8	-2.5	6	-17	·
Cn1ncc([N+](=O)[O-])c1C(=O)Nc1ccccc1C(=O)O	0.0	-4	2	6	0.0	-25	22	-5
O=C(Cn1cc(C(F)(F)F)cc(Cl)c1=O)Nc1ccc(N2CCOCC2)cc1	-0.1	-1	-2	·	0.8	4	-14	-2
CC(C)NC(=O)Nc1ccc2c(c1)C(=O)N(C)[C@H]1CC[C@@H](CC(=O)NCc3ccc(F)cc3)O[C@@H]1CO2	0.0	-1	1	1	·	-13	2	7
CC(C)(NC(=O)c1cc(Cl)c2ccccc2c1O)C(=O)O	-0.1	2	1	-2	-3.0	8	-1	-2

Copied from the list:
In XiGFP reactiv, CO[C@H]1CN(C)C(=O)c2cc(NC(C)=O)ccc2OC[C@@H](C)N(C(=O)c2ccccc2)C[C@@H]1C shows 0.0
In ERp5 inh, CCCCC(=O)Nc1cccc(NC(=O)c2cccnc2Cl)c1 shows 0

(next part)
SMILES	XiGFP reactiv	ARNT-TACC3 inh	ERp5 inh	DENV2 CPE	F508del corr	PAX8 reporter	INS-1E GSIS act	EWS-Fli inh
O=C(Nc1ccccc1C(=O)N1CCN(Cc2ccccc2)CC1)c1ccccc1	0.0	-1	-3	?	-5.9	5	8	·
CCC(=O)N(C)C[C@H]1Oc2cc(C#Cc3ccncc3)ccc2S(=O)(=O)N([C@@H](C)CO)C[C@H]1C	0.3	0	-4	0	-0.1	·	4	-29
C=CCOc1cccc(CNCc2ccncc2)c1	0.0	22	1	0	-2.3	7	-5	9
Cc1ccnc(Nc2nc3ccccc3o2)n1	0.2	23	-3	-3	-2.9	8	-3	48
COc1ccc(CNC(=O)c2ccc(-n3cncn3)c3ccoc23)cc1OC	0.3	·	3	8	-3.0	-3	18	0
CCOc1ccc(CCNC(=O)COC(=O)c2c(OC)cccc2OC)cc1OCC	0.0	2	-3	0	-0.7	-4	20	1
CC(=O)c1ccc(NC(=O)Cn2c(=O)oc3ccccc32)cc1	-0.1	-12	-18	-3	-1.0	-4	-14	3
CC(=O)c1cc(-c2ccccc2)n(CC(=O)Nc2cccc(C)c2)c1C	0.2	-7	·	·	·	12	6	·
O=C(/C=C/c1cccs1)NC1CC1	0.1	-19	3	-2	-1.0	-43	5	-12
Cc1cc(C(=O)Nc2cccc3c2O[C@@H](CN(C)S(=O)(=O)c2cccs2)[C@@H](C)CN([C@@H](C)CO)C3=O)n(C)n1	-1.0	-12	-3	-8	0.2	·	19	6
C[C@H]1CN([C@@H](C)CO)C(=O)c2cc(-c3cccnc3)cnc2O[C@H]1CN(C)C(=O)c1cccc(F)c1	-0.5	·	-3	?	-3.4	·	27	-2
Cc1nn(Cc2noc(C(=O)NCc3ccc(F)cc3)n2)c(C)c1Br	0.0	-1	5	6	0.7	14	1	4
O=C(CSc1n[nH]c(=O)[nH]c1=O)Nc1ccc2c(c1)C(=O)c1ccccc1C2=O	-0.1	-3	0	2	0.2	-48	-13	-25
Nc1[nH]ncc1-c1ccc(F)cc1	0.1	-5	0	1	-6.1	-5	-2	6
Cn1c(C(=O)N2CCC(C(=O)N3CCN(Cc4ccc5c(c4)OCO5)CC3)CC2)cc2sccc21	0.1	4	-3	-2	1.8	22	·	17
CCCCN1C(C(=O)Nc2cc(C)on2)=C(O)c2ccccc2S1(=O)=O	0.1	5	4	-1	-3.3	5	-14	-1
CSc1ccccc1OCc1cc(C(=O)N2CCCC(C)C2)no1 (stereo not drawn)	0.1	1	1	-15	-0.9	-232	-9	-77
C[C@@H](O)CNC(=O)c1[nH]cnc1C(=O)Nc1ccc(CNC(=O)OC(C)(C)C)cc1	-0.1	·	4	-9	1.6	-1	34	1
CCN(C(=O)CSc1nc2ccccc2o1)C1CCS(=O)(=O)C1 (stereo not drawn)	0.0	0	3	-2	-2.7	-44	11	-21
O=C(O)c1ccc(-c2nc(-c3ccc(Cl)cc3Cl)cs2)cc1	0.1	·	2	1	·	-149	-2	-20
COc1cc(CN2CCCC(CO)(Cc3ccccc3F)C2)ccc1O (stereo not drawn)	0.3	-5	3	8	0.7	2	-4	-17
CC(C)c1ccccc1NCC(=O)N1CCN(Cc2ccccc2)CC1	0.0	9	2	2	4.5	14	-8	-8
COc1ccc(S(=O)(=O)N[C@@H]2CC[C@@H](CC(=O)NCCc3ccccc3)O[C@@H]2CO)cc1	0.7	-4	-3	?	1.2	-2	-14	-10
Cc1nn(-c2ccccc2)c(C)c1NC(=O)COC(=O)CCc1ccccc1	-0.1	·	7	1	0.2	11	14	·
COc1ccccc1OCCNC(=O)c1ccc(C)o1	0.0	0	-3	3	-2.2	-16	-13	-15

New compounds follow.
SMILES	XiGFP reactiv	ARNT-TACC3 inh	ERp5 inh	DENV2 CPE	F508del corr	PAX8 reporter	INS-1E GSIS act	EWS-Fli inh
COCCNC(=S)N1CCN(c2ccc(Cl)cc2)CC1	0.1	·	0	-6	-0.2	16	-2	4
CN1c2ccc(-c3ccccc3F)cc2[C@@H]2[C@@H](CCN2C(=O)Nc2cc(F)ccc2F)[C@@H]1CO	0.1	13	·	42*	1.8	-13	-14	1
COCC(=O)Nc1ccc2c(c1)OC[C@@H](C)N(Cc1ccccc1F)C[C@H](C)[C@H](OC)CN(C)C2=O	0.2	7	-3	-1	-0.3	·	-5	-14
Cc1ccc(C(=O)N(C)CCOc2ccccc2)cc1S(=O)(=O)N1CCOCC1	0.1	-14	-7	9	-0.7	7	6	7
COc1ccc(S(=O)(=O)Nc2ccc3c(c2)C(=O)N(C)C[C@@H](OC)[C@@H](C)CN[C@H](C)CO3)cc1	0.4	-2	-1	11	-1.8	9	7	4
COCC(=O)Nc1ccc2c(c1)C(=O)N(C)C[C@@H](OC)[C@H](C)CN(CCC(F)(F)F)[C@@H](C)CO2	0.0	-3	6	-1	-3.3	-5	7	0
C[C@@H]1CN([C@@H](C)CO)C(=O)c2cc(C#CCc3ccccc3)cnc2O[C@@H]1CN(C)Cc1cccc(F)c1	-0.5	6	10	15	-0.7	·	-41	43
O=C(NCc1ccccc1)C1CCCN(c2ncnc3c2nc2n3CCCCC2)C1 (stereo not drawn)	-0.1	-6	-7	0	-0.4	-8	13	12
CCN(C[C@H]1N[C@@](Cc2ccccc2)(C(=O)OC)[C@H]2C(=O)N(Cc3ccccc3)C(=O)[C@@H]12)C(=O)COc1ccccc1	0.2	1	5	-3	1.2	28	-23	1
C[C@@H]1CN([C@H](C)CO)S(=O)(=O)c2ccc(C#C[C@@H](C)O)cc2O[C@@H]1CN(C)C(=O)C1CCCCC1	-0.1	11	3	-6	-2.6	·	9	-8
CCOc1ccc(N=C(C)C2=C(O)c3ccccc3C2=O)cc1	0.0	-4	6	0	1.4	-170	·	-36
O=C(CC1SC(N2CCCCC2)=NC1=O)Nc1ccc(C(=O)NCCc2ccc(F)cc2)cc1 (stereo not drawn)	-0.3	12	-23	5	-0.3	-17	-4	-36
CC(C)(C)c1ccc(SCCc2ccncc2)cc1	0.1	-2	3	-2	0.2	-9	-30	9
CCCC#Cc1cnc2c(c1)C(=O)N([C@H](C)CO)C[C@H](C)[C@H](CN(C)C(=O)Nc1cc(F)ccc1F)O2	0.1	1	-8	-4	-3.1	·	-16	0
COc1cc(/C=N/NC(=O)C(N)=O)cc(OC)c1O	-0.1	8	9	-1	4.4	16	4	-2
CC1(C)CC(=O)c2c(oc3ccc(NS(=O)(=O)c4cccc5cccnc45)cc23)C1	0.1	-11	0	·	1.8	-24	7	-6
C[C@H](CO)N1C[C@H](C)[C@@H](CN(C)C(=O)Cc2ccccc2)OCc2ccccc2-c2c(n(C)c3ccccc23)C1=O	0.0	6	9	?	2.8	66*	-6	9
Cc1ccc(NC(=S)N(Cc2ccccc2)C(C)C)cc1	0.1	4	-1	-3	-0.5	3	0	-9
C[C@H]1CN([C@@H](C)CO)C(=O)Cc2cc(NC(=O)CCN3CCOCC3)ccc2O[C@@H]1CN(C)S(=O)(=O)c1cn(C)cn1	0.1	-23	2	14	-0.3	·	9	-7

Source: PubChem
